NPYLR7 agonist = mosquito NPYLR7 agonism | HEK293T NPYLR7/Galpha15, GCaMP6s calcium fluorescence | activation, % at 10 µM | 270,000 tested, 0.15% active | AID 1259423; in the data active = activation above about 40%;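 note: 0% = vehicle and 100% = reference agonist at the receptor; some compounds past the cut are filed as inactive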
mcGAS inh = inhibitors of mouse cGAS | inhibition, % at 12.5 µM | recombinant cGAS, Kinase-Glo ATP depletion luminescence | AID 1259399 | 160,000 tested, 0.15% active | Q8C6L5;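 note: 0% = negative control wells and 100% = reference inhibitor with no enzyme activity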
hcGAS lum = human cGAS inhibition | recombinant h-cGAS, ATP depletion, Kinase-Glo luminescence | inhibition, % at 12.5 µM | 290,000 tested, 0.081% active | AID 1259398;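 note: 0% = vehicle reaction and 100% = reaction without DNA for no activity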
Target sequence (Q8N884 whole entry, looked up): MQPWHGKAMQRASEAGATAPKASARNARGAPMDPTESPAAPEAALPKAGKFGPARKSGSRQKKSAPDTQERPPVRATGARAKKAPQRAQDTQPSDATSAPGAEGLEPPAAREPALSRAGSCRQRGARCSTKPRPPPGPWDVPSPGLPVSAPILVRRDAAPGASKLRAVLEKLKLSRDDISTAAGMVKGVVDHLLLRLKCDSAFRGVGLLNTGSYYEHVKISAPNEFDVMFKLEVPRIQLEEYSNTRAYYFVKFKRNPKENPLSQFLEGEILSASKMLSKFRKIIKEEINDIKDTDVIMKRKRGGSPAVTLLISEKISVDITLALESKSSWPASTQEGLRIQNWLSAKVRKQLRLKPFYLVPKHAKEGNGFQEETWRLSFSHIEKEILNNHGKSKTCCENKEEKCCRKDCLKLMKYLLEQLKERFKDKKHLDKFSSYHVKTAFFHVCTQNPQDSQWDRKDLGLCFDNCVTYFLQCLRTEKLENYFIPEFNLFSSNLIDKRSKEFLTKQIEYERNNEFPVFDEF
* hit, by the source's call; & = joins results of further samples. Cut-off read from the data, not from the text of the source, unless noted: active = inhibition above about 40%; inactive = the rest.

How did CC(C)NC(=O)NCc1ccc(C(=O)OCC(=O)N2CCOC(C)C2)cc1 (configuration not stated) do in these assays?
NPYLR7 agonist: -1; hcGAS lum: 4

What do the screens show for `N#Cc1cc(NS(=O)(=O)c2cc(F)ccc2F)ccc1Cl`?
NPYLR7 agonist: 5; hcGAS lum: -17

How did CC1Cc2c(NC(=O)c3ccc(Br)o3)nn(C)c2NC1=O (configuration not stated) do in these assays?
NPYLR7 agonist: -16; mcGAS inh: -12; hcGAS lum: -6

Results for CNC(=O)c1ccccc1OCCCc1ccccc1C ?
NPYLR7 agonist: 9; hcGAS lum: 4

How did O=C(COCc1ccccc1)N1CCC(n2cnc3cc(C(F)(F)F)ccc32)CC1 do in these assays?
NPYLR7 agonist: -4; mcGAS inh: -7; hcGAS lum: -4

How did COc1cccc(CN2CC(C(=O)N(C)CC3CCOCC3)CCC2=O)c1 (configuration not stated) do in these assays?
NPYLR7 agonist: 3; mcGAS inh: -2; hcGAS lum: 1

What do the screens show for `CCC1CCCCN1C(=O)CCNC(=O)c1ccsc1` (configuration not stated)?
NPYLR7 agonist: -9; mcGAS inh: -3; hcGAS lum: -1

Results for CCCn1c(=O)c2c(nc3n(CC(C)C)c(C)cn23)n(C)c1=O ?
NPYLR7 agonist: 1; mcGAS inh: -3; hcGAS lum: 0

How did COC(=O)c1ccccc1NC(=O)c1c(-c2ccccc2Cl)noc1C do in these assays?
NPYLR7 agonist: 5; hcGAS lum: -6

What do the screens show for `CCCc1cc(NCC2CCCO2)n2ncc(-c3ccccc3)c2n1` (configuration not stated)?
NPYLR7 agonist: -1; mcGAS inh: -8; hcGAS lum: -7

How did CCN(Cc1cccc(-c2ccncc2)c1)C(=O)NCc1ccco1 do in these assays?
NPYLR7 agonist: 5; hcGAS lum: -15

Results for CCc1nc2ccc(C(=O)NCc3cccs3)cn2c1N(C)C(=O)c1cccc(OC)c1 ?
NPYLR7 agonist: 13; mcGAS inh: -3; hcGAS lum: -1

Pulled one by one from the list above, 3 records:
How did CC1Cc2c(NC(=O)c3ccc(Br)o3)nn(C)c2NC1=O (configuration not stated) do in these assays?
NPYLR7 agonist: -16; mcGAS inh: -12; hcGAS lum: -6

What do the screens show for `N#Cc1cc(NS(=O)(=O)c2cc(F)ccc2F)ccc1Cl`?
NPYLR7 agonist: 5; hcGAS lum: -17

How did CC(C)NC(=O)NCc1ccc(C(=O)OCC(=O)N2CCOC(C)C2)cc1 (configuration not stated) do in these assays?
NPYLR7 agonist: -1; hcGAS lum: 4

(next part)
Results for CCc1nn2c(Nc3ccc(NC(C)=O)cc3)cc(C)nc2c1-c1ccccc1 ?
NPYLR7 agonist: -2; mcGAS inh: -9; hcGAS lum: -5

How did Cc1cc(C)n(C2CCN(C(=O)COCC(F)(F)C(F)F)C2)n1 (configuration not stated) do in these assays?
mcGAS inh: -6; hcGAS lum: -10

What do the screens show for `CCN(C)CCCN(C)Cc1snnc1C`?
mcGAS inh: -7; hcGAS lum: -14

How did CCOC(=O)c1cc(-c2ccc(OC)cc2)n(C2CCN(C(=O)c3ccc(Cl)cc3Cl)CC2)n1 do in these assays?
NPYLR7 agonist: 4; mcGAS inh: 1; hcGAS lum: 4

How did Cc1nc2scc(C)n2c(=O)c1NC(=O)c1ccc2ccccc2n1 do in these assays?
NPYLR7 agonist: 17; mcGAS inh: -7; hcGAS lum: -11

Results for Cc1nn(C)c(Cl)c1S(=O)(=O)NC(C)(C)CC(C)(C)C ?
NPYLR7 agonist: 2; mcGAS inh: -6; hcGAS lum: -10

What do the screens show for `Cc1nc(NC(=O)NCC(C)Cn2ccnc2)sc1C` (configuration not stated)?
NPYLR7 agonist: -1; hcGAS lum: 5

What do the screens show for `Cc1nccn1CCNC(=O)CC1C(=O)NCCN1Cc1c(F)cccc1Cl` (configuration not stated)?
NPYLR7 agonist: 13; mcGAS inh: -17; hcGAS lum: -4

What do the screens show for `CCN1CCc2c(sc3nc(CC(C)C)nc(N4CCN(C(=O)Nc5ccc(OC)cc5)CC4)c23)C1`?
NPYLR7 agonist: -7; mcGAS inh: -2; hcGAS lum: 1

Results for CCN(CC(C)C#N)C(=O)c1nn(-c2ccccc2)c(C)cc1=O (configuration not stated) ?
NPYLR7 agonist: 20; mcGAS inh: -17; hcGAS lum: -5

How did COCCN(CC(=O)N1CCc2sccc2C1c1ccc(Cl)cc1Cl)C(=O)C(Cl)Cl (configuration not stated) do in these assays?
NPYLR7 agonist: -6; mcGAS inh: -6; hcGAS lum: 0

How did CCOc1ccc(OCC)c(S(=O)(=O)Nc2ccc(F)cc2)c1 do in these assays?
NPYLR7 agonist: 1; hcGAS lum: -8

Results for O=C(O)c1cc(-c2cccs2)nn1-c1cccc([N+](=O)[O-])c1 ?
NPYLR7 agonist: 15; hcGAS lum: -4

Results for Cc1sc2nc(C(C)N(C)Cc3ccccc3Cl)[nH]c(=O)c2c1C (configuration not stated) ?
NPYLR7 agonist: 9; hcGAS lum: -12

How did CCCCc1ccc(C(=O)N2CCC[C@@H]2C(=O)NCCCNC(=O)c2ccccc2)cc1 do in these assays?
NPYLR7 agonist: 14; mcGAS inh: -5; hcGAS lum: -5

How did C=C(C)CNc1ccc(C(=O)N2CCN(C(C)C)C(CC)C2)cn1 (configuration not stated) do in these assays?
NPYLR7 agonist: 4; hcGAS lum: -6

Results for CCc1nnsc1C(=O)N(CC(F)(F)F)c1cccc(C)c1C ?
NPYLR7 agonist: -4; mcGAS inh: -15; hcGAS lum: -10

How did CCOC(=O)c1ccc(NC(=O)Cn2cnc3c(nnn3-c3cccc(C)c3)c2=O)cc1 do in these assays?
NPYLR7 agonist: -1; mcGAS inh: -9; hcGAS lum: -6

How did COc1cccc(N2CC(c3nc4ccccc4n3Cc3ccc(F)cc3)CC2=O)c1 (configuration not stated) do in these assays?
NPYLR7 agonist: -1; mcGAS inh: 1; hcGAS lum: -1

What do the screens show for `Cc1[nH]nc(C(N)=O)c1NC(=O)Cc1ccc(OC(F)(F)F)cc1`?
NPYLR7 agonist: 12; hcGAS lum: -12

Results for Cc1ccc(OCc2nnc(NC(=O)c3cccs3)s2)cc1 ?
NPYLR7 agonist: -6; mcGAS inh: -5; hcGAS lum: -10

What do the screens show for `O=c1c2[nH]cnc2n(-c2cccc(F)c2)c(=O)n1C1CCCC1`?
NPYLR7 agonist: 20; hcGAS lum: -11

How did CCOC(=O)CNc1ccccc1C(=O)N1CCCC1c1c(C)noc1C (configuration not stated) do in these assays?
NPYLR7 agonist: 8; hcGAS lum: -8

Results for O=C(Nc1ccc(SCc2ccccc2F)nn1)C1CC1 ?
NPYLR7 agonist: 0; hcGAS lum: -1

Results for Cc1cccc(Oc2cc(C)nc(SCc3ccc(C(F)(F)F)cc3)n2)c1 ?
NPYLR7 agonist: 21; mcGAS inh: -6; hcGAS lum: -8

Results for COc1cccc(N2CCN(S(=O)(=O)c3ccc(Cl)cc3C(F)(F)F)CC2)c1 ?
NPYLR7 agonist: 5; hcGAS lum: -5

Results for Cc1noc(C)c1S(=O)(=O)NCC(=O)O ?
NPYLR7 agonist: 8; hcGAS lum: -6

How did CSc1ccccc1C(=O)NCc1c(C)ncc2c1CCN(C(=O)c1coc3c1C(=O)CCC3)C2 do in these assays?
NPYLR7 agonist: 23; mcGAS inh: -12; hcGAS lum: -8

What do the screens show for `CN1C(=O)/C(=C2\SC(=S)N(NC(=O)c3ccccc3)C2=O)c2cc(Br)ccc21`?
NPYLR7 agonist: 11; mcGAS inh: -6; hcGAS lum: -5

How did CCOC(=O)C1CCN(C(=O)c2cc(-c3ccc(Cl)cc3)n(-c3ccccc3C)c2C)CC1 do in these assays?
NPYLR7 agonist: -9; mcGAS inh: 1; hcGAS lum: 3

How did O=C(CSc1nnc(NC(=O)c2ccco2)s1)Nc1ccccc1C(F)(F)F do in these assays?
NPYLR7 agonist: -7; hcGAS lum: -3

What do the screens show for `COCc1cccc(NS(=O)(=O)c2cc(C(=O)O)c(F)cc2Cl)c1`?
NPYLR7 agonist: 5; mcGAS inh: 0; hcGAS lum: 6

How did CNC(=O)c1ccc(Cn2cnc(-c3ccccc3)c2-c2ccccn2)o1 do in these assays?
NPYLR7 agonist: -1; hcGAS lum: -3

What do the screens show for `CCCNC(=O)C(NC(=O)c1cccc(C)c1)C1CCN(C(=O)C2CCCC2)CC1` (configuration not stated)?
NPYLR7 agonist: 6; mcGAS inh: -4; hcGAS lum: -2

How did CC(C)Oc1ccccc1C1CC(=O)Nc2c1cc(Br)c1ccccc21 (configuration not stated) do in these assays?
NPYLR7 agonist: -1; mcGAS inh: -6; hcGAS lum: -17

What do the screens show for `O=C(NCc1ccncc1)c1csc(COc2cccc(C(F)(F)F)c2)n1`?
NPYLR7 agonist: 16; mcGAS inh: -7; hcGAS lum: -9

At a glance, some entries already given:
How did CC(C)Oc1ccccc1C1CC(=O)Nc2c1cc(Br)c1ccccc21 (configuration not stated) do in these assays?
NPYLR7 agonist: -1; mcGAS inh: -6; hcGAS lum: -17

What do the screens show for `O=C(NCc1ccncc1)c1csc(COc2cccc(C(F)(F)F)c2)n1`?
NPYLR7 agonist: 16; mcGAS inh: -7; hcGAS lum: -9

Among those listed so far, these contain two or more sulfur atoms:
Results for Cc1ccc(OCc2nnc(NC(=O)c3cccs3)s2)cc1 ?
NPYLR7 agonist: -6; mcGAS inh: -5; hcGAS lum: -10

What do the screens show for `CN1C(=O)/C(=C2\SC(=S)N(NC(=O)c3ccccc3)C2=O)c2cc(Br)ccc21`?
NPYLR7 agonist: 11; mcGAS inh: -6; hcGAS lum: -5

How did O=C(CSc1nnc(NC(=O)c2ccco2)s1)Nc1ccccc1C(F)(F)F do in these assays?
NPYLR7 agonist: -7; hcGAS lum: -3

Next entries
What do the screens show for `NC(=O)C1(NC(=O)/C=C/c2csc(Br)c2)CCCC1`?
NPYLR7 agonist: -2; mcGAS inh: -16; hcGAS lum: -6

Results for CC(=CC(=O)NCCS(N)(=O)=O)C12CC3CC(CC(C3)C1)C2 ?
NPYLR7 agonist: 6; hcGAS lum: -3

What do the screens show for `COc1ccc(S(=O)(=O)Oc2ccc(Cl)cc2CN(C(=O)c2cccc(F)c2)C(C)C)cc1`?
NPYLR7 agonist: -4; mcGAS inh: 1; hcGAS lum: 7

Results for CC(C)(C)Cc1nc(-c2ccc(C(=O)O)cc2)no1 ?
NPYLR7 agonist: -4; hcGAS lum: 1

How did CCCCC(CC)CNC(=O)c1cnc2c(-c3ccc4c(c3)OCO4)cnn2c1C (configuration not stated) do in these assays?
NPYLR7 agonist: 14; mcGAS inh: -9; hcGAS lum: -16

Results for CCOC(=O)C1(C)CCN1C(=O)c1ccc(C(=O)OC)cc1 (configuration not stated) ?
NPYLR7 agonist: -3; mcGAS inh: -2; hcGAS lum: -1

What do the screens show for `Cc1c(F)cccc1NC(=O)N1CCN(c2cc(-n3cccn3)ncn2)CC1`?
NPYLR7 agonist: -3; mcGAS inh: -8; hcGAS lum: -6

What do the screens show for `CCC(CC)C(=O)N(C)c1c(C)nc2ccc(C(=O)NCCCn3ccnc3)cn12`?
NPYLR7 agonist: -2; mcGAS inh: 0; hcGAS lum: 0

What do the screens show for `CCOC(=O)C1=C(C)N=c2s/c(=C\c3c(F)cccc3Cl)c(=O)n2C1c1ccccc1F` (configuration not stated)?
NPYLR7 agonist: -5; mcGAS inh: 1; hcGAS lum: 3

How did Cc1cccc(-n2c(C3CC3)n[nH]c2=S)c1 do in these assays?
NPYLR7 agonist: -4; hcGAS lum: -2

What do the screens show for `CCCNC(=O)Cn1nc(-c2cccs2)c2sc(C)nc2c1=O`?
NPYLR7 agonist: 1; mcGAS inh: -7; hcGAS lum: 3

Results for CN(C)C=Nc1c(C#N)cnn1-c1ccccc1 ?
NPYLR7 agonist: 13; hcGAS lum: 2

How did CCOC(=O)N1CCN(Cc2nc3c(c(=O)n(C)c(=O)n3C)n2CC)CC1 do in these assays?
NPYLR7 agonist: 5; mcGAS inh: 0; hcGAS lum: 0

Results for CCNc1nn(CC(=O)Nc2ccc(C)c(C)c2)c(N)c1-c1nc(-c2ccccc2C)no1 ?
mcGAS inh: -2; hcGAS lum: -2

Results for CCOC(=O)CCc1c(C)nc2ncnn2c1N1CCN(S(=O)(=O)c2cccs2)CC1 ?
mcGAS inh: -6; hcGAS lum: -5

How did O=C(Nc1ccnn1C1CCN(Cc2cccc3cccnc23)CC1)C1CC1 do in these assays?
NPYLR7 agonist: 19&0; mcGAS inh: -3; hcGAS lum: -3&-5

What do the screens show for `Cc1ccc(C(NC(=O)c2ncn[nH]2)c2cccnc2)c(C)c1` (configuration not stated)?
NPYLR7 agonist: -3; hcGAS lum: 11

Results for CCCOc1ccccc1NS(=O)(=O)c1ccc(S(N)(=O)=O)cc1 ?
NPYLR7 agonist: 10; mcGAS inh: -7; hcGAS lum: -8

How did CC(Oc1cccc(C#N)c1)C(=O)NC1CCCC1 (configuration not stated) do in these assays?
NPYLR7 agonist: 0; hcGAS lum: -11

What do the screens show for `O=C1C2C3CC(C(Br)C3Br)C2C(=O)N1c1cc(Cl)cc(Cl)c1` (configuration not stated)?
NPYLR7 agonist: -4; mcGAS inh: -8; hcGAS lum: -8

How did CN(Cc1ccc(C(F)(F)F)cc1)Cn1nc(-c2cccnc2)n(C2CC2)c1=S do in these assays?
NPYLR7 agonist: 3; mcGAS inh: -9; hcGAS lum: -3

Results for N#CCSc1cc(C(=O)NC2CC2)c2ccccc2n1 ?
NPYLR7 agonist: 5; hcGAS lum: 5

Results for CCCN(CCC)Cc1cn2c(-c3ccc(OC)cc3)nnc2s1 ?
NPYLR7 agonist: 1; mcGAS inh: -6; hcGAS lum: -1

How did O=C(NCc1ccccn1)C(C1CCCC1)N1CCN(C(=O)c2cc(F)cc(F)c2)CC1 (configuration not stated) do in these assays?
NPYLR7 agonist: -2; hcGAS lum: 1

Rows are unselected. Share with any hit: about 0.29%.
